LEDGF integ inh: blocks HIV-1 LEDGF/p75-dependent DNA integration; TR-FRET IN-LEDGF/p75 DNA integration, Eu/Cy5; inhibition, % at 3.7 µM; 0.64% of 370,000 active; AID 743269;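 active means inhibition above the screen-wide mean plus 3 SD, cut at about 13% in these data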;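 further: signal is the Cy5 over europium emission ratio at 671 and 618 nm; 0% = plate median of compound wells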
ABHD4 inh: inhibitors of mouse ABHD4; Q8VD66; purified mABHD4, FP-Rh probe fluorescence polarization; inhibition, % at 8.92 µM; 0.54% of 370,000 active; AID 720543;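 active means inhibition exceeding the mean over every tested compound plus 3 SD, cut at about 30% in these data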;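 further: 0% = plate median of compound wells and 100% = S159A mutant with DMSO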
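Assay system: wild-type mouse ABHD4 protein; compound: single nominal dose of 8.92 µM, 0.89% DMSO final; schedule: 45 min + 60 min at 25 °C; measured by: FP readout, ex 525 nm / em 598 nm; evaluation: % inhibition of FP-Rh probe binding versus controls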
PRMT1 FP inh: inhibitors of human PRMT1; 1.3% of 370,000 active; AID 652257; recombinant PRMT1, activity-based probe fluorescence polarization; inhibition, % at 2.79 µM;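 active means inhibition above about 21% made by adding two undisclosed values, limit read from the data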
Target sequence (Q99873 whole entry, looked up): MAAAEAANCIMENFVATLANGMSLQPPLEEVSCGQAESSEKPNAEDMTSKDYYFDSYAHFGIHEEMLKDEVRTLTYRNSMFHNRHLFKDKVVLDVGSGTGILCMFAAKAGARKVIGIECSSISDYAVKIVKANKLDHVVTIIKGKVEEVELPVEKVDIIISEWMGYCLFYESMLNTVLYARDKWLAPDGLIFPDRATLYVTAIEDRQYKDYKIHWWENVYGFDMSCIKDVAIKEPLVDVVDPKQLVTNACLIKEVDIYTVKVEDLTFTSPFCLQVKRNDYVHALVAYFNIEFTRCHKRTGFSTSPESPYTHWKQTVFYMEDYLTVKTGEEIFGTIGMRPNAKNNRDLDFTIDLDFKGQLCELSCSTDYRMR
UHRF1 binding: blocks human UHRF1 binding to methylated DNA; Q96T88; UHRF1 binding to methylated oligo, TR-FRET; inhibition, % at 4.4 µM; 0.75% of 370,000 active; in the data active means inhibition above about 21%;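 further: UHRF1 SRA domain binding a hemimethylated CpG hairpin DNA probe; 0% = median of test compound wells and 100% = reference inhibitor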
TCR CD3 inh: human TCR-CD3 binding inhibition; TAMRA-labeled TCR probe fluorescence, biochemical; inhibition, % at 9.4 µM; 0.37% of 360,000 active; AID 651800; in the data active means inhibition above about 19%;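 further: recombinant mutant TCR 2C K166C tagged with TAMRA read by polarization; 0% = receptor in buffer alone and 100% = receptor with positive control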
HTRA1 inh: inhibitors of human serine peptidase HTRA1 | recombinant HTRA1, FP-rhodamine activity-based probe, fluorescence polarization | inhibition, % at 5.96 µM | 0.5% of 340,000 active | AID 504803; in the data active means inhibition above about 36%;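 further: 0% = enzyme with DMSO and 100% = wells lacking enzyme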
Target sequence (Q92743 whole entry, looked up): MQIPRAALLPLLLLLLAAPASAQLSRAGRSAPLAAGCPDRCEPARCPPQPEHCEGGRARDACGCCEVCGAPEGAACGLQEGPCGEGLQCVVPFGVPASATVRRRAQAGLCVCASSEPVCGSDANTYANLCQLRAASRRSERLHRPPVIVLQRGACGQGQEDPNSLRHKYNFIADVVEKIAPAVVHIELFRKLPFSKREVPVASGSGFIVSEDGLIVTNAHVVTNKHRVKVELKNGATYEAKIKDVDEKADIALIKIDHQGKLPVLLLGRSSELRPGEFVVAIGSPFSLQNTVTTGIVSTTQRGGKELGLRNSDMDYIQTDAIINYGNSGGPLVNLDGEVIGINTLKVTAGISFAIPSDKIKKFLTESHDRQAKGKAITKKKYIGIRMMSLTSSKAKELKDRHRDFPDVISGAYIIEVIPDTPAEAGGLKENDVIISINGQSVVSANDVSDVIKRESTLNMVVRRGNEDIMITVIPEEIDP
PG9 binder: binds the HIV-1 gp120 antibody PG9; TR-FRET gp120-PG9 antibody binding; 0.43% of 360,000 active; AID 624416; inhibition, % at 6.7 µM; in the data active means inhibition above about 8.5%
rCAG RNA binder: r(CAG) repeat RNA binding; TO-PRO-1 dye displacement fluorescence; inhibition, % at 3 µM; 1.3% of 370,000 active; AID 651821;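 active means inhibition above the plate cutoff, the mean of all test compounds on that plate plus 3 SD, cut at about 35% in these data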;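 further: 0% = DMSO alone and 100% = 100 µM mitoxantrone as full dye displacement; higher means more dye released from RNA so lower well fluorescence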
NR1D1 modulator: Rev-erb alpha (human) modulation; Rev-erbα–FITC-DNA binding, fluorescence polarization, 90 min; activity, % at 10 µM; 0.79% of 370,000 active; AID 1259318;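 active means activity above about 14%, limit read from the data; passing the limit was not always enough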;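 further: 0% = DMSO wells with 35 nM protein and 100% = DMSO wells with 750 nM protein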
MBD2 DNA inh: MBD2-methylated oligo binding inhibition; Q9UBB5; TR-FRET, MBD2 binding to methylated oligonucleotide; inhibition, % at 4.4 µM; 0.31% of 370,000 active; in the data active means inhibition above about 13%
Starred values were filed as active, the others as inactive; · = no result given; & = joins results of further samples. These rows are one share of the data. The share of hits here may be higher or lower than overall.

SMILES	LEDGF integ inh	ABHD4 inh	PRMT1 FP inh	UHRF1 binding	TCR CD3 inh	HTRA1 inh	PG9 binder	rCAG RNA binder	NR1D1 modulator	MBD2 DNA inh
NC(=O)C(Cc1ccccc1)N1C(=O)c2ccccc2C1=O (stereo unspecified)	0	6	-1	2	-2	-6	-1.0	-2	-3	-2
CN(C)Cc1c(C(=O)N/N=C/c2ccc(OCc3ccc(F)cc3)cc2)nnn1-c1nonc1N	-3	3	1	1	-10	2	1.1	4	-1	0
CCC(=O)Nc1ccc(S(=O)(=O)Nc2nccs2)cc1	-8	-5	1	2	-4	1	-2.3	5	-3	3
O=C(COc1cccc(C(F)(F)F)c1)Nc1nnc(C2CC2)s1	-1	6	-1	2	-4	5	-1.5	2	-3	-2
Cc1ccc(-c2cc(C(=O)O)c3cc(Br)ccc3n2)s1	8&5	-10&-1	-1&1	-2&2	5&-2	-9&-21	23*	24&34	1&-2	-2&1
CN(C)CCCN1CC(=O)N2CCc3ccc(Br)cc3C2CC1=O (stereo unspecified)	6	-12	-5	-3	-1	·	0.2	1	-2	2
C=CCn1c(C)nnc1SCC(=O)Nc1ccc2c(c1)OCCO2	-2	1	4	0	-9	2	-0.2	0	3	-1
COC(=O)c1ccc(S(=O)(=O)N2CCCCCC2)cc1	3	7	-1	1	2	-3	-1.9	-5	3	-8
O=c1[nH]c(C2CCCN(S(=O)(=O)c3ccccc3)C2)nc2c1nnn2Cc1cccc(Cl)c1 (stereo unspecified)	-4	4	4	1	-6	-1	1.1	11	8	0
COc1ccc([C@H]2C[C@H](n3cc(COC(=O)c4ccccc4)nn3)[C@@H](O)CN2C(=O)C2CCCCC2)cc1	-6	-2	4	1	-5	-8	0.9	4	-5	-5
C/C(CC(=O)Nc1ccc(Cl)c(Cl)c1)=N\NC(=O)C(=O)N1CCCCC1	-1	-18	3	1	-2	-6	-0.9	4	-3	-3
O=C(CSc1nnc(-c2ccccc2)o1)c1ccc2c(c1)OCCO2	-1	2	-1	4	-2	-3	-1.5	4	2	1
Cc1cccc(CC(=O)NCCn2c(C)cc3ccccc32)c1	1	2	-1	0	2	0	2.0	3	4	-2
CCCCn1c(C)csc1=Nc1cccnc1	0	3	2	10	2	3	0.7	0	-4	6
CC[C@]1(O)CC2CN(CCc3c([nH]c4ccccc34)[C@@](C(=O)OC)(c3cc4c(cc3OC)N(C=O)[C@H]3[C@@](O)(C(=O)OC)[C@H](OC(C)=O)[C@]5(CC)C=CCN6CC[C@]43[C@@H]65)C2)C1 (stereo partly specified)	-2	-1	1	1	-1	5	-1.4	8	-2&4	5
COc1ccc(NC(=O)CSCc2cc(=O)n3cc(C)sc3n2)cc1	3	0	-1	-2	10	-2	-0.3	-1	-3	3
Cc1ccc(NC(=O)CSc2nc3ccccc3c(=O)n2CCCC(=O)N2CCCC2)cc1	1	-4	-4	1	8	-5	-2.0	-4	-2	5
COc1ccc(C2NC(=O)c3ccccc3N2)cc1COc1ccc(NC(C)=O)cc1 (stereo unspecified)	-1	-3	5	1	·	·	·	·	-8	5
COc1ccc(CCNC(=O)Cn2c(=O)n(CC3CCCO3)c(=O)c3ccccc32)cc1OC (stereo unspecified)	-1	-20	8	6	3	4	-0.8	-5	-7	8
COc1cccc(NC(=O)Nc2cc(C)on2)c1	2	2	-3	1	-4	-6	-2.5	0	3	0
Cc1sc(NC(=O)c2c(F)cccc2F)nc1-c1ccccc1	0	-16	-1	1	2	-22	-3.0	0	-2	-6
COc1ccccc1NS(=O)(=O)c1ccc(NC(=O)N2CCCCC2)cc1	0	-9	-3	1	-2	-3	-1.5	4	4	-5
CCOC(=O)N1CCN(Cc2nc(-c3ccc(Cl)cc3)no2)CC1	-2	0	0	0	-5	0	-1.0	-6	-3	4
CC(=O)N1CCCC(C)(C(=O)Nc2ccc3oc(C)nc3c2)C1 (stereo unspecified)	-2	0	-4	-3	-2	·	1.0	1	3	2
Cc1nc(C(C)N(C)Cc2nc(Cc3ccccc3F)no2)c(C)s1 (stereo unspecified)	4	-1	-1	6	6	-2	-0.5	-3	2	0

Single values from the results shown.
Result for Cc1ccc(NC(=O)CSc2nc3ccccc3c(=O)n2CCCC(=O)N2CCCC2)cc1 in MBD2 DNA inh: 5
Result for Cc1sc(NC(=O)c2c(F)cccc2F)nc1-c1ccccc1 in NR1D1 modulator: -2
Result for COC(=O)c1ccc(S(=O)(=O)N2CCCCCC2)cc1 in LEDGF integ inh: 3
Result for O=C(COc1cccc(C(F)(F)F)c1)Nc1nnc(C2CC2)s1 in NR1D1 modulator: -3
Result for COc1ccc(CCNC(=O)Cn2c(=O)n(CC3CCCO3)c(=O)c3ccccc32)cc1OC (stereo unspecified) in PRMT1 FP inh: 8
Result for COc1cccc(NC(=O)Nc2cc(C)on2)c1 in ABHD4 inh: 2
Result for O=c1[nH]c(C2CCCN(S(=O)(=O)c3ccccc3)C2)nc2c1nnn2Cc1cccc(Cl)c1 (stereo unspecified) in ABHD4 inh: 4

(continued)
SMILES	LEDGF integ inh	ABHD4 inh	PRMT1 FP inh	UHRF1 binding	TCR CD3 inh	HTRA1 inh	PG9 binder	rCAG RNA binder	NR1D1 modulator	MBD2 DNA inh
Cc1ccc(C)c(OCCC(=O)OCC(=O)NCc2ccc(F)cc2)c1	-1	1	-2	-1	2	-6	-2.4	-9	7	2
O=C(NCCCCc1ccccc1)C1CCCC1	-1	1	0	-4	1	-9	0.1	-7	2	-5
CCCN(CCC)Cc1c(C(=O)OCC)nnn1-c1nonc1N	2	2	1	-2	2	-6	-2.6	-8	1	-7
COC1CCCCC1NS(=O)(=O)c1ccccc1 (stereo unspecified)	-4	6	-3	-1	4	2	-1.0	-1	-6	2
COc1ccccc1N(CCC#N)C(=S)Nc1ccc(S(=O)(=O)N2CCOCC2)cc1	3	-3	0	-2	1	-3	-1.5	4	-4	2
S=c1[nH]nc(-c2cc(-c3ccccc3)n[nH]2)n1/N=C/C=C/c1ccco1	3	15	12	-2	16	·	0.9	41*	-5	-4
O=S1(=O)C[C@@H]2N=C(N/N=C/c3ccccc3)S[C@@H]2C1	0	4	5	6	-9	-4	0.4	-2	1	-4
OC(COCC1COc2ccccc2O1)CN1CCN(c2ccccc2)CC1 (stereo unspecified)	0	1	0	2	-3	-7	0.7	-11	1	-1
COc1ccccc1N(CC(=O)NCCSC(C)(C)C)S(C)(=O)=O	2	-2	-1	1	7	5	-1.1	-3	2	0
COc1cc(NC(=O)Nc2nc(C(N)Cc3ccc(C(F)(F)F)cc3)cs2)cc(OC)c1OC (stereo unspecified)	-4	44*	-1	-1	-14	·	1.8	33	-6	4
COC(=O)c1sccc1-n1cccc1C(=O)C(=O)N1CCCC1	-1	0	-2	0	7	-2	-1.9	0	-1	1
CC(=NNC(=O)c1cccc(S(=O)(=O)N2CCOCC2)c1)c1ccc(Cl)cc1	-4	-4	4	0	3	-3	0.9	3	0	3
N/C(=N\OC(=O)c1ccc([N+](=O)[O-])cc1)c1cccnc1	1	4	0	2	4	-2	0.4	3	0	5
CC(C)c1ccc(NC(=O)CSc2nc(=O)n(CCCN3CCOCC3)c3c2CCCC3)cc1	0	4	2	1	-4	-6	-2.2	-7	4	2
CCOC(=O)C1(C)CCCCN1C(=O)c1cccs1 (stereo unspecified)	3	6	1	-1	2	·	-1.5	-1	1	-1
CC(=O)Nc1ccc(S(=O)(=O)N(C)CC(=O)OC(C)C(=O)N(C)C2CCCCC2)cc1 (stereo unspecified)	1	-5	-1	3	-11	7	-1.2	-4	0	-4
COc1ccccc1NC(=O)c1sc(NC(=O)c2ccco2)c(C#N)c1C	-1	10	-2	-2	0	0	-1.8	0	104*	4
COC(=O)n1c(=O)oc2ccccc21	-1	3	2	-1	0	5	0.0	-3	-2	0
CC(=O)Nc1ccc(NC(=O)Cc2sc(C)nc2-c2ccc(C)cc2)cc1	0	-12	-4	2	8	3	-1.8	3	-3	-6
C/C(=N\NC(N)=S)c1ccc2c(c1)OCCO2	-7	-4	4	4	-8	8	-1.3	-3	-3	3
CCc1nc2ccc(C(=O)N(C)CCCN(C)C)cn2c1N(CC)CCOC	-1	5	0	1	0	·	0.2	1	-4	-2
O=C(CN1CCN(S(=O)(=O)c2ccccc2)CC1)NC(=O)NCc1ccccc1	-4	4	2	0	6	1	-0.7	-2	-4	2
COc1ccc(C(C(=O)NC(C)(C)C)N(C(=O)CCC(=O)Nc2cc(C)on2)c2ccc3c(c2)OCCO3)cc1 (stereo unspecified)	-2	-6	-2	-2	1	-9	0.7	2	2	4
Cc1nnc(SCC(=O)Nc2cc(S(=O)(=O)N3CCCC3)ccc2Cl)n1C1CC1	6	2	-4	2	-2	13	0.1	1	-3	2
CN(CC(=O)Nc1cccc(F)c1)C(=O)/C=C/c1ccc(S(=O)(=O)N2CCCCCC2)cc1	1	-3	-2	4	0	-29	-1.3	3	-7	-7
CC1(C)Cc2ccccc2-c2nnc(-c3cccnc3)n21	0	-5	-2	-1	7	-1	-1.1	-1	-4	-1
Cc1[nH]c(C)c2c(=O)n(-c3ccccc3)ncc12	2	-83	4	-8	31*	-3	-2.0	11	-4	-6
Cc1ccccc1NC(=O)CN1C(=O)S/C(=C\c2ccc(-c3cccc(C(=O)O)c3C)o2)C1=O	-3	0	7	9	7	8	-2.4	5	-3	5
COc1ccc(C(=O)C2CCCN(Cc3c(F)ccc(F)c3F)C2)c(OC)c1 (stereo unspecified)	7	-3	0	0	-1	-5	-3.3	-10	-7	-9

Structures listed above shown as hits in TCR CD3 inh.
SMILES | LEDGF integ inh | ABHD4 inh | PRMT1 FP inh | UHRF1 binding | TCR CD3 inh | HTRA1 inh | PG9 binder | NR1D1 modulator | MBD2 DNA inh
Cc1[nH]c(C)c2c(=O)n(-c3ccccc3)ncc12 | 2 | -83 | 4 | -8 | 31* | -3 | -2.0 | -4 | -6

For reference, 3 of the compounds above:
SMILES	LEDGF integ inh	ABHD4 inh	PRMT1 FP inh	UHRF1 binding	TCR CD3 inh	HTRA1 inh	PG9 binder	rCAG RNA binder	NR1D1 modulator	MBD2 DNA inh
CCC(=O)Nc1ccc(S(=O)(=O)Nc2nccs2)cc1	-8	-5	1	2	-4	1	-2.3	5	-3	3
O=C(COc1cccc(C(F)(F)F)c1)Nc1nnc(C2CC2)s1	-1	6	-1	2	-4	5	-1.5	2	-3	-2
Cc1ccc(-c2cc(C(=O)O)c3cc(Br)ccc3n2)s1	8&5	-10&-1	-1&1	-2&2	5&-2	-9&-21	23*	24&34	1&-2	-2&1

From PubChem
